Screening data deposited in PubChem by Sanford-Burnham Center for Chemical Genomics.
hIAP activ = human IAP activation | P09923 | purified human IAP, CDP-Star luminescence, 30 min; hits give high values; 1 = vehicle-only enzyme, 0 = enzyme-free background | activation factor at 10 µM | 330,000 compounds, 0.16% hits;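 active = activation factor of the enzyme at least 2-fold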; note: the source names both 10 and 20 µM as test concentration; values of inactives mirror those of a sister screen read the other way
Apaf1 inhib = human Apaf-1 inhibition; O14727; reconstituted apoptosome caspase-3 activity, DEVD-Rh110 fluorescence; inhibition, % at 20 µM; 330,000 compounds, 0.71% hits; AID 489030; active = inhibition of at least 40% at 20 µM;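 note: plate controls were DMSO wells for no effect and DEVD-CHO caspase inhibitor wells for full effect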
Target sequence (O14727 whole entry, looked up): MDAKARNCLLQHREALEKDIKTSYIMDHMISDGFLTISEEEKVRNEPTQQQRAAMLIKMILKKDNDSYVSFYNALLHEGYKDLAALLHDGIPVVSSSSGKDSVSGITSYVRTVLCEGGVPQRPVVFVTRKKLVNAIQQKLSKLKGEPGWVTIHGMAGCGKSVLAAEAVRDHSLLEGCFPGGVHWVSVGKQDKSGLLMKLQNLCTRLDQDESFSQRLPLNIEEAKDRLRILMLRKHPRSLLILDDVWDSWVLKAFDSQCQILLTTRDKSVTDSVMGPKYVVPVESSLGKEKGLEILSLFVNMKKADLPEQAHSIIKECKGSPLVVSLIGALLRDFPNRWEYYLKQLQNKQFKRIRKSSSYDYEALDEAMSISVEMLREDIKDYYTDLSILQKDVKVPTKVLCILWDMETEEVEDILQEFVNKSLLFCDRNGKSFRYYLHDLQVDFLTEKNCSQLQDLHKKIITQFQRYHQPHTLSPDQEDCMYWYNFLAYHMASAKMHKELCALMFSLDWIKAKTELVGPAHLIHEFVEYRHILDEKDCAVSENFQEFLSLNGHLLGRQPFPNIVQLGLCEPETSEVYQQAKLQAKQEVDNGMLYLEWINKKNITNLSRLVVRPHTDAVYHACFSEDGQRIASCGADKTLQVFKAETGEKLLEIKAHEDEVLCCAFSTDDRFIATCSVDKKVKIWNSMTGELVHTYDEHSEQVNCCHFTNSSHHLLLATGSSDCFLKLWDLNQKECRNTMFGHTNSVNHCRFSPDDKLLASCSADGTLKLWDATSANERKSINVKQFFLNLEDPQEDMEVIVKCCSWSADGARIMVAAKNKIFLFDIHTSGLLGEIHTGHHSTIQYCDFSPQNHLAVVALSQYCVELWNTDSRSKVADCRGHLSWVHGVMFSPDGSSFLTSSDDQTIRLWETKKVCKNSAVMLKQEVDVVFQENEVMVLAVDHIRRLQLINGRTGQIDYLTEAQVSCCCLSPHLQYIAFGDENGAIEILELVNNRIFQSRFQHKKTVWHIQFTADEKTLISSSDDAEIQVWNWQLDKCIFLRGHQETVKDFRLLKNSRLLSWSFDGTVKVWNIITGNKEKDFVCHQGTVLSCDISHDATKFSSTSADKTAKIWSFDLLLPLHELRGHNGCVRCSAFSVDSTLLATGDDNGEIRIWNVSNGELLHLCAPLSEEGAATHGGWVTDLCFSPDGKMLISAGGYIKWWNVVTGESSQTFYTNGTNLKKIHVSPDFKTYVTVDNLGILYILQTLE
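System: reconstituted apoptosome with Apaf-1, cytochrome c, caspase-9, procaspase-3, dATP; Signal: Rh110 fluorescence intensity; Schedule: 30 min compound preincubation, 50 min activation, room temperature; Reagent: cytochrome c trigger plus (Z-DEVD)2-Rh110 caspase-3 substrate.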
hIAP inh = blocks human intestinal alkaline phosphatase; P09923; purified IAP, CDP-Star luminescence, 30 min; inhibition, % at 10 µM; 330,000 compounds, 0.12% hits; AID 2544;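 active = inhibition reaching a set limit with compound at 10 µM in the primary screen, cut at about 35% in these data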;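 note: plate controls were DMSO wells with enzyme for no effect and no-enzyme buffer wells for full effect; values of inactives mirror those of a sister screen read the other way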
tim10-1 inh = inhibits growth of tim10-1 mutant yeast; 330,000 compounds, 2.2% hits; inhibition, % at 20 µM; S. cerevisiae tim10-1 ts strain growth, BacTiter-Glo, 24 h;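 active = inhibition of at least 40%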;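 note: mutant grown at 25 °C; 0% = DMSO wells with yeast and 100% = wells holding no yeast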
NLRP3 yeast inh = blocks the NALP3 inflammasome reconstituted in yeast | Yeast reconstituted NLRP3/ASC/caspase-1, beta-gal luminescence, 24 h | inhibition, % at 10 µM | 330,000 compounds, 0.39% hits | AID 2825;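 active = inhibition of 50% or more; inactive = inhibition below 50%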;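 note: plate controls were induced DMSO wells for no effect and uninduced yeast grown without galactose for full effect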
mIAP act = increases mouse intestinal alkaline phosphatase activity; 330,000 compounds, 0.24% hits; AID 2805; muIAP, CDP-Star luminescence, 30 min; hits give high values; 1 = vehicle-only enzyme signal, 0 = enzyme-free wells; activation factor at 10 µM;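 active = activation factor of at least 2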; note: the source names both 10 and 20 µM as test concentration; values of inactives mirror those of a sister screen read the other way
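also added = chemiluminescent substrate CDP-Star | test system = mouse IAP enzyme | signal = chemiluminescence readout | compound = DMSO-dissolved test compounds | incubation = 30 min at room temperature | benchmarks = DMSO wells, no-enzyme wells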
mIAP block = mouse IAP inhibition; purified mouse IAP, CDP-Star luminescence, 30 min; inhibition, % at 10 µM; 330,000 compounds, 0.2% hits; AID 2806;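 active = inhibition of at least 40% at 10 µM in the primary screen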;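 note: plate controls were DMSO with enzyme for no effect and no enzyme wells for full effect; values of inactives mirror those of a sister screen read the other way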
TIM10 inh = growth inhibitors of TIM10 yeast strain. S. cerevisiae TIM10 strain growth, BacTiter-Glo luminescence, 24 h. inhibition, % at 10 µM. AID 463195. 330,000 compounds, 1.4% hits;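 active = inhibition of 40% or more at the single tested concentration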;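 note: wild-type TIM10 isogenic control strain grown at permissive 25 °C; 0% = DMSO yeast wells and 100% = minimal medium wells without yeast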
ATG4B inh = ATG4B (human) cysteine protease inhibition; ATG4B cleavage of LC3-PLA2, NBD-HPC fluorescence, 1 h; Q9Y4P1; inhibition, % at 8.33 µM; 340,000 compounds, 0.51% hits; in the data active = inhibition above about 40%
The depositor's hits bear a star; / = no result given; & = joins results of further samples.

Preview (4 entries):
1. CCCCNC(=O)Cn1cnc2sc(C)c(S(=O)(=O)N3CCN(c4ncccn4)CC3)c2c1=O
2. COC(=O)c1ccc(Sc2ccccc2NS(=O)(=O)c2ccc(OC)cc2)nc1
3. CN(CC(=O)Nc1ccc(Cl)c(C(F)(F)F)c1)C(=O)C1CC(=O)N(Cc2ccco2)C1 (stereo not given)
4. CCc1cc2c(SCC(=O)N3CCCC3=O)ncnc2s1

Compound	1	2	3	4
mIAP block	4	3	-6	-10
Apaf1 inhib	-6	3	12	0
TIM10 inh	12	28	10	1
hIAP inh	-9	-9	-5	-6
mIAP act	0.96	0.97	1.1	1.1
ATG4B inh	2	-17	-10	-6
tim10-1 inh	-3	18	11	-2
NLRP3 yeast inh	25	-11	21	29
hIAP activ	1.1	1.1	1.1	1.1

The whole of this part, from the start:
1. CCCCNC(=O)Cn1cnc2sc(C)c(S(=O)(=O)N3CCN(c4ncccn4)CC3)c2c1=O
2. COC(=O)c1ccc(Sc2ccccc2NS(=O)(=O)c2ccc(OC)cc2)nc1
3. CN(CC(=O)Nc1ccc(Cl)c(C(F)(F)F)c1)C(=O)C1CC(=O)N(Cc2ccco2)C1 (stereo not given)
4. CCc1cc2c(SCC(=O)N3CCCC3=O)ncnc2s1
5. Cc1ccc(S(=O)(=O)N2[C@@H](c3ccc(C#N)cc3)C(C(=O)O)=C[C@H]2CC2CCCC2)cc1
6. O=C(CSc1ccccc1)Nc1ccc(C(=O)Nc2ccc(O)cc2)cc1

Compound	1	2	3	4	5	6
mIAP block	4	3	-6	-10	20	2
Apaf1 inhib	-6	3	12	0	20	-10
TIM10 inh	12	28	10	1	15	-27
hIAP inh	-9	-9	-5	-6	7	-1
mIAP act	0.96	0.97	1.1	1.1	0.8	0.98
ATG4B inh	2	-17	-10	-6	5	-4
tim10-1 inh	-3	18	11	-2	0	-20
NLRP3 yeast inh	25	-11	21	29	-6	4
hIAP activ	1.1	1.1	1.1	1.1	0.93	1

7. Cc1cc(C)cc(NS(=O)(=O)c2ccc(NC(=S)Nc3ccccc3)cc2)c1
8. Cc1ccc(C(=O)N2CCN(S(=O)(=O)c3ccc(C(C)C)cc3)CC2)s1
9. O=[N+]([O-])c1ccc(S(=O)(=O)N2CCN=C2SCc2ccc(F)cc2)cc1
10. CC1CC(C)(C)NC(=S)O1 (stereo not given)
11. Cc1cc(NCc2ccccc2)nc(N2CCOCC2)n1
12. COc1ccc(CCNC(=O)COC(=O)c2cc(S(=O)(=O)NCc3ccccc3)ccc2O)cc1OC

Compound	7	8	9	10	11	12
mIAP block	-7	6	15	1&-6	-5	0
Apaf1 inhib	4	34	-6	0&-10	-5	-9
TIM10 inh	16	8	7	4&9	-2	9
hIAP inh	15	0	-5	1&8	5	5
mIAP act	1.1	0.94	0.85	0.99&1.1	1.1	1
ATG4B inh	4	-1	1	2&-11	-8	-4
tim10-1 inh	15	26	14	3&1	1	3
NLRP3 yeast inh	1	22	3	5&-7	10	7
hIAP activ	0.85	0.99	1.1	0.99&0.92	0.95	0.95

Entries shown so far that have four or more nitrogen atoms, in the order listed:
1. CCCCNC(=O)Cn1cnc2sc(C)c(S(=O)(=O)N3CCN(c4ncccn4)CC3)c2c1=O
11. Cc1cc(NCc2ccccc2)nc(N2CCOCC2)n1

Compound	1	11
mIAP block	4	-5
Apaf1 inhib	-6	-5
TIM10 inh	12	-2
hIAP inh	-9	5
mIAP act	0.96	1.1
ATG4B inh	2	-8
tim10-1 inh	-3	1
NLRP3 yeast inh	25	10
hIAP activ	1.1	0.95

Following part
13. COc1ccc(C(=O)NNC(=O)CSc2ccccc2)cc1
14. c1ccc(CN2CCOCCOCCOCCOCC2)cc1
15. Cc1ccc(S(=O)(=O)N=Nc2c(O)[nH]c3ccccc23)cc1
16. O=C(CS(=O)(=O)c1cn(Cc2ccc(F)cc2)c2ccccc12)N1CCCCC1
17. CC(=O)Nc1ccc(NCN2C(=O)[C@@H]3[C@H]4CC[C@H](C4)[C@@H]3C2=O)cc1
18. CC(C)C(=O)N=C1SC2CS(=O)(=O)CC2N1Cc1ccc(Cl)cc1 (stereo not given)

Compound	13	14	15	16	17	18
mIAP block	10	8	4	6	4	10
Apaf1 inhib	-5	-11	7	15	3	16
TIM10 inh	2	-21	-22	15	-6	-15
hIAP inh	-28	-12	-11	3	4	8
mIAP act	0.9	0.92	0.96	0.94	0.96	0.9
ATG4B inh	4	-1	-13	-17	-4	-1
tim10-1 inh	-1	-2	10	0	21	1
NLRP3 yeast inh	17	7	11	0	-1	10
hIAP activ	1.3	1.1	1.1	0.97	0.96	0.92

19. CCc1nnc(NC(=O)CSc2ncc(-c3ccccc3)n2C)s1
20. CC1CCN(c2ccc(NC(=O)C3CCCN3S(=O)(=O)c3ccc(F)cc3)cc2)CC1 (stereo not given)
21. CCOC(=O)c1ccc(NC(=S)NNC(=O)COC)cc1
22. COc1cc(C(=O)N/N=C2\CCS(=O)(=O)c3ccc(F)cc32)cc(OC)c1OC
23. CC(=O)/C(=N\Nc1ccc(Cl)cc1Cl)Sc1cccc2cccnc12
24. O=C(Nc1ccccn1)c1sc2cc([N+](=O)[O-])ccc2c1Cl

Compound	19	20	21	22	23	24
mIAP block	10	-6	24	-1	-1	17
Apaf1 inhib	6	23	-5	-10	1	-20
TIM10 inh	-11	4	-1	8	20	-1
hIAP inh	11	16	-80	-2	5	16
mIAP act	0.9	1.1	0.76	1	1	0.83
ATG4B inh	-1	4	-6	36	-1	-3
tim10-1 inh	24	-4	-3	6	53*	21
NLRP3 yeast inh	18	6	9	23	9	20
hIAP activ	0.89	0.84	1.8	1	0.95	0.84

25. CS(=O)(=O)C1=C(O)C(=O)N(c2ccccc2)C1c1ccccc1 (stereo not given)
26. CS(=O)(=O)N1CCCC(C(=O)NCCCN2CCOCC2)C1 (stereo not given)
27. O=C(CSc1nnc2c(Cl)cc(C(F)(F)F)cn12)Nc1ccc2c(c1)OCO2
28. Cc1ccc(-c2nn(C)c(=O)c3ccccc23)cc1S(=O)(=O)NCCN(C)C
29. COc1ccc(NS(=O)(=O)c2cccc(C(=O)N3CCN(c4ccccc4O)CC3)c2)cc1
30. COC(=O)c1cc2c(ccn2-c2ccc(F)cc2)n1CC(=O)OC(C)C

Compound	25	26	27	28	29	30
mIAP block	2	1	-7	-5	-4	10
Apaf1 inhib	6	-5	7	2	11	18
TIM10 inh	0	-4	-16	1	-1	-25
hIAP inh	-6	-7	-14	-6	-15	-11
mIAP act	0.97	0.99	1.1	1.1	1	0.9
ATG4B inh	-2	-8	-9	1	-12	-3
tim10-1 inh	13	3	17	19	-4	-39
NLRP3 yeast inh	-1	1	4	-5	7	30
hIAP activ	1.1	1.1	1.1	1.1	1.1	1.1

31. Cc1ccc(-n2nnc3c(=O)n(CC(=O)N4CCCC4)cnc32)cc1
32. CCOc1ccc(/C=C/C(=O)OCC(=O)NCCc2ccc(OCC)c(OCC)c2)cc1OC
33. CC(=O)c1cccc(Nc2nc(-c3ccccc3)nc3ccccc23)c1
34. CC(=O)Nc1ccc(NC(=O)c2ccccc2N(C)S(C)(=O)=O)cc1
35. CCOC(=O)c1cccc(NC(=O)CCNS(=O)(=O)c2cccc3nonc23)c1
36. CCCS(=O)(=O)c1c(S(=O)(=O)CCC)c2c(N)cccn2c1C(=O)c1ccc(Br)cc1

Compound	31	32	33	34	35	36
mIAP block	4	4	15	10	4	-3
Apaf1 inhib	-8	7	-3	-11	5	28
TIM10 inh	-5	10	16	7	10	8
hIAP inh	-16	-1	-11	1	10	-4
mIAP act	0.96	0.96	0.85	0.9	0.96	1
ATG4B inh	-4	-6	-12	-2	-2	-1
tim10-1 inh	10	9	13	6	-18	25
NLRP3 yeast inh	17	6	26	4	18	5
hIAP activ	1.2	1	1.1	0.99	0.9	1

37. Cc1ccccc1N1CC(O)(c2ccccc2)[N+]2=C1SCC2 (stereo not given)
38. N#CCc1ccc(NC(=O)c2ccc(CN3CCc4ccccc4C3)cc2)cc1
39. C=CCOc1ccccc1CN1CCC(n2nccc2NC(=O)C2CC2)CC1
40. COc1ccc(N2CCN(CCCNC(=O)CN3C(=O)COc4ccccc43)CC2)cc1
41. CCC(C)NC(=O)c1cnc2n(c1=O)CCS2 (stereo not given)
42. Cc1nc2ccccn2c1C(=O)NN=C1CCN(C)CC1

Compound	37	38	39	40	41	42
mIAP block	0	-7	-22	-18	10	2
Apaf1 inhib	1	-2	-3	13	3	1
TIM10 inh	18	-7	3	-3	5	4
hIAP inh	2	4	-54	-22	11	8
mIAP act	1	1.1	1.2	1.2	0.9	0.98
ATG4B inh	-8	1	-4	-7	-8	8
tim10-1 inh	16	-24	16	-7	-11	1
NLRP3 yeast inh	18	20	9	8	3	16
hIAP activ	0.98	0.96	1.5	1.2	0.89	0.92

43. S=C(c1ccc(-c2ccccc2Cl)o1)N1CCOCC1
44. Cc1cc2nc(-c3ccc(NC(=O)C(C)C)cc3)oc2cc1C
45. O=C(CCCn1c(=O)[nH]c2ccc(Br)cc2c1=O)NCc1ccc(Cl)cc1
46. Cc1c(C(=O)N2CCC2)oc2ccc(Cl)cc12
47. CCCn1c(N)c(C(=O)COC(=O)/C=C/c2ccc(OC(F)F)c(OC)c2)c(=O)[nH]c1=O
48. Cc1cc(=O)oc2cc(OCC3CC(c4ccccc4Cl)=NO3)ccc12 (stereo not given)

Compound	43	44	45	46	47	48
mIAP block	20	-1	0	-4	-7	7
Apaf1 inhib	7	10	-4	23	-8	1
TIM10 inh	7	20	-14	-10	-5	17
hIAP inh	33	-10	0	-10	4	12
mIAP act	0.8	1	1	1	1.1	0.93
ATG4B inh	0	-9	-4	-10	0	29
tim10-1 inh	27	37	4	8	8	19
NLRP3 yeast inh	41	15	4	31	8	30
hIAP activ	0.67	1.1	1	1.1	0.96	0.89

49. COc1ccc(NC(=O)CCNS(=O)(=O)c2ccc3c(c2)c(=O)n(C)c(=O)n3C)cc1OC
50. CC(C)C(=O)O/N=C1\CCS(=O)(=O)c2sccc21
51. O=C(c1ccc2c(c1)OCO2)N1CCC2(CC1)Oc1ccc(Cl)cc1C(=O)C21CC(c2ccc(Cl)cc2)=NO1 (stereo not given)
52. CCOc1cc(N2CCOCC2)c(OCC)cc1NC(=O)c1ccc(OC)cc1
53. COc1ccc(C)cc1NC(=O)C(Sc1nncn1C)c1ccccc1 (stereo not given)
54. O=[N+]([O-])c1ccc(N2CCSCC2)cc1O

Compound	49	50	51	52	53	54
mIAP block	-6	4	13	-4	0	3
Apaf1 inhib	-6	-2	16	0	-6	-7
TIM10 inh	1	-11	13	-13	8	-14
hIAP inh	3	-11	25	-12	-12	0
mIAP act	1.1	0.96	0.87	1	1	0.97
ATG4B inh	-5	-2	/	-13	-3	-4
tim10-1 inh	-3	-2	18	11	0	0
NLRP3 yeast inh	3	-4	3	13	12	24
hIAP activ	0.97	1.1	0.75	1.1	1.1	1
